Assay outcomes (PubChem BioAssay)
Menin-MLL TR inh = inhibitors of human menin-MLL interaction, mutant MLL peptide. Menin + Texas Red MLL mutant peptide, fluorescence polarization. Potency, µM (top dose mostly 61.6 µM), without a hit: top-dose FP activity change, negative = inhibition, most hits filed as inhibitors. 270,000 tested, 0.23% active; active means well fitted inhibition curve with a large enough effect in the polarisation, with a control signal flat, not every such curve was filed as active; inconclusive means small, poorly fitted or top-dose-only effect, or effect the other way, or a change in a side signal; inactive means no such curve, though single readings can be large or run the other way; the % refers to the polarisation; further: potency means the concentration at half of the fitted maximal effect; % of control where 0% means no effect; many of its hits are not listed in these tables
Chronic BCR inh = chronic active BCR signaling inhibition. ABC-DLBCL IkBa-CBG/CBR reporter, luminescence ratio, 4 h. Potency, µM (titrated, usually from 46.1 µM), for the others: at the top dose ratio change, negative = lower green/red ratio, most hits filed as inhibitors. 340,000 tested, 0.05% active; active means well fitted inhibition curve with a large enough effect in the signal ratio, with a control signal flat, not every such curve was filed as active; inconclusive means small, poorly fitted or top-dose-only effect, or effect the other way, or a change in a side signal; the % refers to the signal ratio;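 further: potency means the concentration at half of the fitted maximal effect; plate controls were basal doxycycline-induced cells for no effect and cells given 10 µM MG132 for full effect; MG132 reads +100%, hits lower the ratio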
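Concentration-response series (up to 46 uM) were applied to TMD8 dual-reporter cells for 4 h at 37C with doxycycline. Green/red ratio, after filter-overlap correction, defined %Activity; red signal alone was normalised to basal cells and zero luminescence.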
Giardia kill = kills Giardia lamblia; 340,000 tested, 0.15% active; AID 540267; Giardia lamblia trophozoite viability; activity change, % at 7.66 µM, hits read low; in the data active means activity change below about -80%; inconclusive means between about -30% and that limit;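 further: parasites exposed to compound for two days anaerobically before the ATP read; on the % scale 0 is the no-effect control and ±100 the full control effect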
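Trophozoites 100 cells/well + cpd; 48 hrs, 37 deg C, anaerobic. ATPLite 1-Step added, 15-30 min RT, luminescence read (ATP-based viability).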
ASM inhibitor = blocks human secretory acid sphingomyelinase; placental ASM, HMU-PC fluorogenic substrate, 60 min; Potency, µM (top dose mostly 57.5 µM), for inactives: at the highest dose activity change, negative = inhibition, usual class: inhibitors; 340,000 tested, 0.006% active; further: potency means the concentration at half of the fitted maximal effect
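HMU-PC0 cleavage (9 uM final) by human placental ASM, 60 min at 37 °C following 10 min compound exposure at RT; stopped at pH 10, fluorescence Ex 386/Em 447 nm.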
B2AR arrestin = recruits beta-arrestin to the human beta2-adrenergic receptor; 330,000 tested, 0.02% active; AID 492947; P07550; Potency, µM (series often up to 46.1 µM), for inactives: at the highest dose activation, hits mostly activators; beta-arrestin recruitment to beta2AR, cell-based reporter;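 further: potency means the concentration at half of the fitted maximal effect; 0% = DMSO controls and full agonism = EC100 isoproterenol or metaproterenol; nearly all actives have a fitted effect of over 65% in size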
FBPA coupling cs = coupling enzyme interference in Giardia aldolase counter-screen; coupling enzyme system counterscreen, AmpLite Red fluorescence; activity change, negative = inhibition, % at 58.2 µM, hits read low; 290,000 tested, 0.67% active; in the data active means activity change below about -30%; further: on the % scale 0 is the no-effect control and ±100 the full control effect
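Fluorescence at 525 nm excitation and 598 nm emission measured inhibition of the coupled detection system without aldolase. Compounds (at 57.5 uM final) were preincubated 10 min at room temperature with coupling enzyme reagent before a 20 min substrate/AmpLite Red step.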
a7 integrin act = activates integrin-mediated alleviation for muscular dystrophy; alpha7betagal myoblasts, beta-gal FDG fluorescence, 48 h; Potency, µM (series often up to 38.3 µM), without a hit: at the top dose activation, most hits filed as activators; 350,000 tested, 0.064% active;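 further: potency means the concentration at half of the fitted maximal effect; 100% = response of the positive control SU9516; nearly all actives have a fitted effect of over 60% in size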
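Alpha7betagal+/- myoblasts (passage 13) were plated 16-24 hr, then exposed to compounds (1:260 dilution of DMSO stock) for 48 hours at 37C. After MPER lysis, β-galactosidase reporter activity was read as FDG fluorescence (ex 480/em 540) after 30 minutes.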
PKM2 act = increases activity of human pyruvate kinase M2; P14618; purified PKM2, Kinase-Glo ATP luminescence, activation; response scale: 0% is enzyme alone, no compound; Potency, µM (titrated, usually from 57.5 µM), for the others: top-dose activation, actives largely listed as activators; 260,000 tested, 0.34% active; AID 1631; further: potency means the concentration at half of the fitted maximal effect; on the % scale 0 is the no-effect control and ±100 the full control effect; nearly all actives have a fitted effect of over 55% in size
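Kinase-Glo luminescence reports ATP generated from ADP (0.1 mM) and PEP (0.5 mM) by purified hPK-M2 after 1 h at room temperature, pH 7.2 imidazole buffer; intermediate enzyme activity allows detecting inhibitors and activators.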
PTAP TSG101 blk = blocks PTAP/TSG101 interaction to inhibit HIV-1 budding. Q99816. Fluorescence polarization, FITC-PTAP peptide / Tsg101 binding. Potency, µM (titrated, usually from 115 µM), for the others: at the top dose activity change, negative = inhibition, actives largely listed as inhibitors. 340,000 tested, under 10 active; active means well fitted inhibition curve with a large enough effect in the main read-out, with a control signal flat, not every such curve was filed as active; inconclusive means small, poorly fitted or top-dose-only effect, or effect the other way, or a change in a side signal; inactive means no such curve, though single readings can be large or run the other way; further: potency means the concentration at half of the fitted maximal effect; % of control where 0% means no effect
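Fluorescence anisotropy tracks displacement of a FITC-tagged PTAP peptide (50 nM) from the Tsg101 binding domain (10 uM), following a 20 min room-temperature incubation at pH 7.5.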
Tb PFK block = inhibitors of T. brucei phosphofructokinase; O15648; T. brucei PFK, ADP-Glo luminescence; Potency, µM (series often up to 57.5 µM), for the others: at the highest dose activity, negative = inhibition, usual class: inhibitors; 330,000 tested, 0.17% active;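 further: potency means the concentration at half of the fitted maximal effect; 0% = uninhibited 1x PFK enzyme wells and -100% = no-enzyme wells; nearly all actives have a fitted effect of over 60% in size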
Target sequence (O15648 whole entry, looked up): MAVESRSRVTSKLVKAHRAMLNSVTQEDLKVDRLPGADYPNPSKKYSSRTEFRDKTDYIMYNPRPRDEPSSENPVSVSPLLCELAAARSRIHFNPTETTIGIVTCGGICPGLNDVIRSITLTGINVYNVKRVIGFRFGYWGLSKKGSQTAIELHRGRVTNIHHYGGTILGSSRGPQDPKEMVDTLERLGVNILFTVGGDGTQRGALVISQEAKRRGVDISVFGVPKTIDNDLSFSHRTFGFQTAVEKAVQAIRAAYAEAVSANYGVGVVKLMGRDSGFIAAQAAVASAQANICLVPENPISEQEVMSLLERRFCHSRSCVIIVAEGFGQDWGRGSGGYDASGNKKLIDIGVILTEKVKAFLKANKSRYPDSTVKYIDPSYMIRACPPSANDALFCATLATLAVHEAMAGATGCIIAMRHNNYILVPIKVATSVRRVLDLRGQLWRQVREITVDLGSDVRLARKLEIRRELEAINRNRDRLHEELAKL
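1.25 nM PFK with 0.5 mM F6P and 0.1 mM ATP in 0.1 M TEA pH 8.0, 5 mM MgCl2, incubated 45 min at room temperature; ADP measured by ADP-Glo luminescence; compounds titrated up to 57 uM.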
GALK inhibitor = galactokinase (human) inhibition; P51570; AID 1868; 270,000 tested, 0.007% active; Purified GALK, Kinase-Glo residual ATP luminescence; Potency, µM (titrated, usually from 57.5 µM), for inactives: top-dose activity change, negative = inhibition, most hits filed as inhibitors; further: potency means the concentration at half of the fitted maximal effect; on the % scale 0 is the no-effect control and ±100 the full control effect
Target sequence (P51570 whole entry, looked up): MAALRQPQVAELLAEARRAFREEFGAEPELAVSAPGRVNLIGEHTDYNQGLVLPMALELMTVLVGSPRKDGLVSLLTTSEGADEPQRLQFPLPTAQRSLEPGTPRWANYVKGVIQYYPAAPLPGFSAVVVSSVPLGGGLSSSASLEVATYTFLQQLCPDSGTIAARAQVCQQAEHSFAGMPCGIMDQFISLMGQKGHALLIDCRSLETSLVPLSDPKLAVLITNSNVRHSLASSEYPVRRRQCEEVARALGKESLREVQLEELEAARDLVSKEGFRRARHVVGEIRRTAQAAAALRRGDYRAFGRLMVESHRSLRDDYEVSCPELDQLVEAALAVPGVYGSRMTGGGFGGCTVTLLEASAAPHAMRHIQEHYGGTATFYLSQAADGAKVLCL
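Luminescence from leftover ATP (Ultra-Glo luciferase/luciferin) served as read-out after a 1 h room-temperature reaction of 5 nM GALK with 35 uM ATP and 100 uM galactose.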
* hit, by the source's call; ? = inconclusive; nt = not tested or not shown; [ ] = dose if it differs, or a comment. Unless noted, the call rests on the fitted dose curve; in most records, active means well fitted curve in the direction sought with a large enough effect; inconclusive means small, poorly fitted or top-dose-only effect, or another doubt; inactive means no such curve, though single readings can be large; an effect the other way counts as inactive or inconclusive.

SMILES	Menin-MLL TR inh	Chronic BCR inh	Giardia kill	ASM inhibitor	B2AR arrestin	FBPA coupling cs	a7 integrin act	PKM2 act	PTAP TSG101 blk	Tb PFK block	GALK inhibitor
COC(=O)c1ccccc1NC(=O)C1CCN(C(=O)c2cc(OC)c(OC)c(OC)c2)CC1	2%[11.7 µM]	0%	2	2%	-0.1%	-1	-23%	-8%	-5%	-5%	1%
COc1ccc(-c2nn(CCC(=O)O)cc2/C=C2\SC(N)=NC2=O)cc1OC	-13%	?	-11	-1%	-1.7%	6	14%	0%	3%	1%	2%
O=C(Cn1nc(C(F)(F)F)c2c1CCCCC2)N1CCOCC1	-2%	5%	11	1%	-1.0%	3	-10%	5%	3%	-9%	0%
CC1CCCCN1CC(=O)Nc1ccc2c(c1)OC(F)(F)O2 (stereo not given)	-11%	?	-7	-2%	0.1%	-1	?	2%	-4%	1%	0%
COc1cc(C(=O)Nc2nnc(Cc3ccccc3)s2)cc(OC)c1OC	2%	-7%	8	-4%	3.6%	4	-14%	nt	0%	0%	2%
CC(=O)N1c2ccc(S(=O)(=O)N3CCCC3)cc2CC1C(=O)NCc1ccc(OC(C)C)cc1 (stereo not given)	nt	2%	-10	2%	0.0%	nt	-43%	nt	0%	2%	-5%
O=C(C1CCCN1C(=O)c1cccs1)N1CCc2ccccc21 (stereo not given)	4%	?	-12	5%	0.1%	-22	-9%	-5%	-10%	2%	-3%
Cc1cc(C)c(C)c(C(=O)CSc2nnc(-c3ccc4[nH]c(C)c(C)c4c3)o2)c1C	?	13%	-6	-14%	-0.5%	3	-4%	-1%	-1%	-1%	0%
CN(CC(=O)Nc1ccccc1C(F)(F)F)C(=O)c1ccc2c(=O)n3c(nc2c1)CCC3	nt	0%	10	9%	-0.3%	nt	39%	nt	-2%	4%	nt
CCCC1(c2ccccc2)NC(=O)N(CC(=O)NCC2COc3ccccc3O2)C1=O (stereo not given)	nt	-5%	12	4%	0.5%	nt	-5%	nt	0%	-8%	nt
CCN(CC)Cc1nc2c(c(=O)[nH]1)C(CC)(CC)Cc1ccccc1-2	?	0%	-26	-2%	-0.4%	1	-49%[inhibitor]	0%[11.5 µM]	1%	-2%	9%
CCOC(=O)c1cn(Cc2ccccc2)c2cc(C)nn2c1=O	nt	6%	-6	2%	-1.1%	-2	-6%	2%	-1%	3%	nt
O=S(=O)(c1cccc(-c2n[nH]c(=S)n2-c2ccc(OC(F)(F)F)cc2)c1)N1CCOCC1	nt	0%	-2	-2%	-0.2%	nt	10%	nt	-6%	?	nt
CCOC(=O)CCN(Cc1cccs1)S(=O)(=O)c1ccc(F)cc1	-3%	2%	-20	0%	0.0%	-5	8%	0%	-5%	0%	-1%
CC1CC(=O)Nc2ccccc2N1S(=O)(=O)c1ccc(C(F)(F)F)cc1 (stereo not given)	nt	2%	-10	2%	0.2%	nt	15%	-4%	-9%	3%	1%
Cc1ccc(CNC(=O)CN2C(=O)NC(C)(c3ccccc3Cl)C2=O)cc1 (stereo not given)	1%	1%	1	0%	0.3%	2	-31%	nt	-1%	-3%	nt
CC1(C)CC(=O)C2=C(C1)NC(=O)CC2c1cc(F)ccc1F (stereo not given)	8%	-2%	-6	2%	-0.4%	2	-11%	0%	0%	-1%	1%
N#Cc1ccc(Oc2ccc(S(=O)(=O)N3CCCC3)cn2)cc1	nt	-1%	15	0%	0.1%	nt	8%	nt	-2%	-2%	nt
[O-]/[N+](=C\c1ccc(OC(F)F)cc1)c1ccccc1	12%	6%	18	5%	-0.3%	-2	-15%	-2%	5%	-3%	-1%
Cn1c(CSCc2ccc(Cl)cc2)nnc1SCC(=O)Nc1nc2ccccc2s1	-8%	0%	-9	5%	-0.1%	2	13%	0%	-3%	0%	2%
O=C(CCNc1ccc(Cl)cc1)c1cccs1	18%	-6%	-7	3%	-0.6%	2	-16%	0%	0%	12%	-2%
COc1ccc(-n2c(=O)cc(N3CCN(c4ccccc4)CC3)[nH]c2=O)cc1	-27%	-1%	-5	3%	-0.7%	2	23%	-1%	-1%	6%	-2%
O=C(c1ccc2nsnc2c1)N1CCN(c2ccc([N+](=O)[O-])cc2)CC1	-10%	1%	-27	-7%	0.1%	-3	-57%[inhibitor]	4%	3%	-15%	12%
C/C(=N/NC(=O)C1CCCC1)c1ccc(NC(=O)C(F)(F)F)cc1	nt	-1%	nt	nt	-0.3%	nt	nt	2%	nt	0%	7%
COC(=O)Cc1cnc(NC(=O)C2C3CCC(C3)C2C(=O)O)s1 (stereo not given)	14%	6%	-5	-3%	-0.2%	4	8%	-16%	-1%	13%	-2%
O=C(NCCN1CCNC1=O)C1CCC(=O)N(CCc2ccc(Cl)cc2)C1 (stereo not given)	11%	4%	-1	5%	-0.3%	2	18%	3%	-8%	0%	nt
Cc1[nH]n(-c2ccc(F)cc2)c(=O)c1C=Nc1ccc(S(=O)(=O)N(C)C)cc1	10%	?	-12	-4%	-0.3%	1	32%	-12%	0%	4%	1%
O=C(NCCc1ccccc1)c1ccc(NS(=O)(=O)c2ccc3[nH]c(=O)[nH]c3c2)cc1	nt	5%	1	1%	-0.1%	nt	16%	nt	-2%	1%	nt
O=C(c1cccc(F)c1)N1CCN(c2ccc([N+](=O)[O-])c(N3CCCCC3)c2)CC1	?	0%	6	-23%	0.1%	1	-18%	-1%	-11%	4%	-4%
CCOC(=O)C1(Cc2ccccc2)NC(c2ccccc2F)C2C(=O)N(CC)C(=O)C21 (stereo not given)	-21%	10%	-4	5%	0.2%	1	-15%	0%	-6%	2%	5%
COc1cc(/C=N/NC(=O)NC23CC4CC(CC(C4)C2)C3)ccc1O	8%	?	13	-4%	-0.2%	-1	10%	nt	-2%	1%	-5%
CCCN(CCC)CCNC(=O)c1cc2c(=O)n(CC)c3ccccc3c2s1	nt	6%	32[activator]	0%	-0.8%	-1	20%	-8%	0%	-8%	3%
Cc1ccc2nc(SCC(=O)Nc3ncccn3)[nH]c2c1	nt	5%	28	-1%	-0.9%	-8	?	-2%	1%	0%	5%
CC(C)c1nc2c(c(=O)c3ccccc3n2C)c(=O)n1CCc1ccccc1	nt	?	-3	-1%	4.0%	-1	-8%	-2%	-6%	1%	-2%
COc1ccc(C)cc1N(CC(N)=O)S(=O)(=O)c1ccc(C)cc1	3%	0%	8	5%	0.3%	1	17%	2%	-3%	-3%	2%
Cc1cccc(C)c1OCC(O)CNC(C)(C)C (stereo not given)	-15%	0%	-3	0%	-0.2%	2	-1%	-2%	-4%	4%	-5%
CC(=O)c1ccc(N2CCN(S(=O)(=O)c3ccc4c(c3)CC(C)N4C(=O)C3CC3)CC2)cc1 (stereo not given)	nt	9%	-2	-1%	0.1%	nt	-8%	nt	-6%	1%	-3%

An excerpt. The share of hits here may be higher or lower than overall.
